Screening results from PubChem BioAssay.
APJ agonist – agonists of human APJ apelin receptor | CHO-K1 APJ PathHunter beta-arrestin, luminescence; 0% DMSO wells, 100% apelin | P35414 | activation, % at 20 µM | actives 0.11% (n = 330,000);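 active = activation more than six SD over the plate average, tested at 20 µM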;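 note: 0% = DMSO alone and 100% = apelin-13 at 10 nM; some results filed as inactive read as strong as hits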
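Material: engineered CHO-K1 APJ arrestin reporter cells; amount: 1000 CHO-K1 reporter cells seeded per well; incubation: compound stimulation 90 min at 25 °C, detection 60 min; signal: luminescent beta-gal fragment complementation, chemiluminescent substrate; read-out basis: APJ agonist activity; controls: DMSO-only wells as negative, 10 nM Apelin-13 as positive control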
ATG4B inh – inhibitors of human ATG4B cysteine protease; Q9Y4P1; ATG4B cleavage of LC3-PLA2, NBD-HPC fluorescence, 1 h; inhibition, % at 8.33 µM; actives 0.51% (n = 340,000); AID 504462; in the data active = inhibition above about 40%
APJ antagonist – APJ receptor antagonism; inhibition, % at 20 µM; CHO-K1 APJ beta-arrestin complementation, luminescence; P35414; actives 0.32% (n = 330,000);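 active = inhibition above about 40% at 20 µM, limit read from the data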;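 note: cells challenged with 10 nM apelin-13 agonist together with compound; plate controls were apelin-13 plus DMSO wells for no effect and DMSO wells lacking apelin-13 for full effect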
Gli-Sufu block – antagonists of Gli-Sufu signaling; Sufu-KO-LIGHT fibroblasts, Gli luciferase reporter luminescence; inhibition, % at 5 µM; actives 0.74% (n = 340,000); AID 588413;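 active = inhibition above about 55%, limit read from the data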;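 note: 0% = DMSO-treated cells and 100% = wells with medium but no cells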
CCR6 antagonist – CCR6 (human) receptor antagonism; AID 493098; P51684; actives 0.49% (n = 340,000); CHO-K1 CCR6 PathHunter beta-arrestin, luminescence, CCL20-stimulated; inhibition, % at 20 µM;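 active = compounds whose inhibition of the agonist-driven luminescence signal at 20 µM reaches about 50%, limit read from the data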;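 note: cells stimulated with CCL20 at 14 nM final; plate controls were DMSO with CCL20 for no effect and DMSO without agonist for full effect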
Target sequence (P51684 whole entry, looked up): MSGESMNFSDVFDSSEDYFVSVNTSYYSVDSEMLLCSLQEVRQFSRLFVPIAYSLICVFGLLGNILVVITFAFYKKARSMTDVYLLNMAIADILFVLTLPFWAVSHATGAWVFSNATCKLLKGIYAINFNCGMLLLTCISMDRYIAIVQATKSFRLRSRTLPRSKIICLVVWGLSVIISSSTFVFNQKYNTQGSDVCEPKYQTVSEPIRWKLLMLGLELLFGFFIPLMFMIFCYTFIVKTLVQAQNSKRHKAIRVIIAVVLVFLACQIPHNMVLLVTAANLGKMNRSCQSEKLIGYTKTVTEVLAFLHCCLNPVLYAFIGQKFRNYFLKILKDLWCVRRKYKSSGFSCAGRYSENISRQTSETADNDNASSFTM
EBI2 block – EBI2 (human) antagonism; inhibition, % at 5 µM; EBI2 beta-arrestin recruitment, luminescence, 7a,25-OHC stimulated; P32249; actives 0.81% (n = 360,000); in the data active = inhibition above about 38%;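 note: enzyme fragment complementation signal reports receptor beta-arrestin coupling in cells; 0% = agonist plus DMSO wells and 100% = wells without agonist; some results beyond the cut were filed as inactive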
UBC13 inh – human UBC13 polyubiquitination inhibition; UBC13 polyubiquitin chain formation, TR-FRET; inhibition, % at 20 µM; actives 0.47% (n = 330,000); P61088; in the data active = inhibition above about 45%, passing the limit was not always enough
Target sequence (P61088 whole entry, looked up): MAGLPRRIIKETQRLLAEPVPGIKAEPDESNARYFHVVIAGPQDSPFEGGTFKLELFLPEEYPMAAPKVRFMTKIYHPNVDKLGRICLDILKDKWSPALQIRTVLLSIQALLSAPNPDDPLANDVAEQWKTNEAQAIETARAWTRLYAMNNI
CXCR6 inh – CXCR6 (human) receptor inhibition; CHO-K1 PathHunter CXCR6 beta-arrestin, luminescence; inhibition, % at 20 µM; actives 0.36% (n = 360,000); O00574; in the data active = inhibition above about 34%, passing the limit was not always enough;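 note: antagonist mode with CXCL16 agonist at 10 nM final; 0% = 10 nM CXCL16 with DMSO and 100% = unstimulated wells without agonist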
Target sequence (O00574 whole entry, looked up): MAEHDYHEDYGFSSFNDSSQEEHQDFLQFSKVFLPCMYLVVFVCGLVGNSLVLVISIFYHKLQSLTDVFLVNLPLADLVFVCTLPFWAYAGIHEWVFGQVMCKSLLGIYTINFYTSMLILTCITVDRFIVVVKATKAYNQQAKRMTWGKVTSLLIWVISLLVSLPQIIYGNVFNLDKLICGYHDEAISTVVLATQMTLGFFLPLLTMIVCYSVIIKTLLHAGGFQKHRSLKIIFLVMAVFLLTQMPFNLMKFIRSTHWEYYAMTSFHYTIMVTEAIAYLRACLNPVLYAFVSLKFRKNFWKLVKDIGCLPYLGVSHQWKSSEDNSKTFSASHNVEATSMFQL
An asterisk follows results filed as active; / = no result given. Rows were taken by chance; any-hit rate near 3%.

mol,APJ agonist,ATG4B inh,APJ antagonist,Gli-Sufu block,CCR6 antagonist,EBI2 block,UBC13 inh,CXCR6 inh
Cn1cccc1/C=N/NC(=O)Cn1cnc2ccccc21,-1,-8,-6,3,-8,-1,-13,-3
CCN(C(=O)CSc1nccc(=O)[nH]1)c1cccc2ccccc12,-1,-48,2,3,2,6,-21,5
CC1CCc2sc(C(=O)NCC(c3ccco3)N3CCCCC3)cc2C1 (stereo not drawn),-2,1,-8,16,11,13,23,2
CC1CN(C(=O)c2ccc(COc3ccccc3Br)o2)CC(C)O1 (stereo not drawn),-3,7,16,16,6,0,5,-7
Cc1ccc(C(=O)O/N=C(\N)c2cccc([N+](=O)[O-])c2)cc1,8,-2,-113,-62,-5,8,6,-14
Cn1c(N)c(C(=O)COC(=O)C2CCCC2)c(=O)n(C)c1=O,0,1,6,5,9,4,-6,-8
CCc1ccc(NC(=O)c2ccnc(C(C)(C)C)c2)cc1,-3,-5,17,6,-1,9,7,3
C=CCC[C@H](Cc1ccc(F)cc1)C(=O)OC[C@H](Cc1c[nH]c2ccccc12)NC(=O)[C@@H](CC=C)CC(=O)N(CCO)Cc1ccccc1,-4,14,13,2,-2,26,-2,18
CCOC(=O)c1ccc(NC(=O)CN2C(=O)CN(C(C)=O)C2=S)cc1,-2,2,6,-11,18,-1,-11,-1
Cc1ccc(OCCC(=O)OCC(=O)NC2CCCC2)cc1,-5,-3,6,-6,5,-6,4,-5
COc1ccccc1NC(=O)COc1cc(Br)c(CNCCCN2CCOCC2)cc1OC,-4,4,1,10,11,-4,18,-6
COc1ccc(/C=C2\CN(Cc3ccccc3)C/C(=C\c3ccc(OC)cc3OC)C2=O)c(OC)c1,7,-15,5,11,8,-9,-5,-2
Oc1c(CNc2ccccc2)cc(COCc2ccccc2)c2cccnc12,-4,-2,8,3,6,18,-29,13
Cc1ccc(-c2nnn(CC(=O)N(C)C3CCCCC3)n2)o1,-2,-1,4,-10,0,-7,-1,-10
CN(C)C(=O)COC(=O)/C=C/c1ccccc1[N+](=O)[O-],-1,1,0,1,-9,-3,-6,0
Cc1cccc(NC(c2ccc(O)cc2)c2ccc3ccc(C)nc3c2O)n1 (stereo not drawn),3,-3,-24,9,11,5,-20,-4
CC1CC(C)CN(CCCNC(=O)CN2C(=O)CSc3ccc(S(=O)(=O)N4CCOCC4)cc32)C1 (stereo not drawn),5,-5,11,-13,0,-1,0,11
CCCN(CC(=O)Nc1ccccc1OC)C(=O)c1cnc(Cl)c(Cl)c1,-2,-16,16,0,12,-2,1,4
CN(CC(=O)Nc1ccccc1Cl)C(=O)COC(=O)CN1C(=O)NC2(CCCC2)C1=O,0,-7,9,-14,5,-7,0,-4
CCc1nnc(NC(=O)CCc2c[nH]c3ccccc23)s1,-1,-11,-12,20,-6,5,-11,4
CS(=O)(=O)c1ccc(-c2cccc(NC(=O)c3ccco3)c2)nn1,3,8,6,-4,3,-20,4,2
O=C(NCCSc1ccc(Cl)cc1)c1ccc(CN2CCOCC2)cc1,0,-5,-5,16,3,32,6,-4
COc1cc(C(=O)Nc2cc(S(=O)(=O)N3CCOCC3)ccc2N2CCN(C)CC2)cc(OC)c1OC,/,6,/,0,4,2,/,6
Cc1ccc(C(=O)NNC(=O)Cn2nnc3ccccc32)cc1,-3,1,0,20,4,-5,-14,4
Cc1cc(N/C=C(\C#N)S(=O)(=O)c2ccc(Cl)cc2)nc(C)n1,-1,-7,-9,2,-8,3,-6,-1
COc1ccc(NS(=O)(=O)c2cccc(C(=O)NNC(=O)c3ccc(C)o3)c2)cc1,-4,-8,16,-2,0,-7,14,6
CN(C)CCCN(C(=O)c1ccc(S(=O)(=O)N(C)Cc2ccccc2)cc1)c1nc2cc3c(cc2s1)OCO3,0,23,-6,30,11,32,90*,4
COc1ccc(C2CC(O)(c3ccccc3)Oc3cc(OC)ccc32)cc1 (stereo not drawn),7,-3,11,16,16,12,16,-3
CCn1cc(C(=O)OCC(=O)Nc2cc(S(=O)(=O)N(C)C)ccc2C)c(=O)c2ccc(C)nc21,-1,-20,-6,3,13,2,-13,-10
Cc1ccc(S(=O)(=O)Nc2nc3ccccc3nc2N2CCOCC2)cc1,1,-10,5,-3,3,4,17,-3
CCCC(=O)Nc1ccccc1NC(=O)c1cc(OC)c(OC)c(OC)c1,-4,-3,17,5,0,-5,0,-4
COc1ccc(/C=N/NC(=O)c2ccc3c(c2)OCCO3)cc1[N+](=O)[O-],2,-2,1,0,0,0,-4,1
CC1CCN(Cc2nnnn2CCCC(=O)NC(c2ccccn2)C(F)(F)F)CC1 (stereo not drawn),-5,0,-49,5,0,1,6,10
S=C(NCc1ccccc1)Nc1cccc(Cl)c1,-2,50*,-14,-7,-1,-11,3,-9
COc1ccccc1C(=O)Oc1ccc(C(C)C)cc1,-1,18,17,16,8,13,4,-3
O=C(CC1C(=O)NCCN1Cc1ccccc1C(F)(F)F)NCCn1cccn1 (stereo not drawn),4,-7,-1,-10,8,-1,19,-1
O=C(COC(=O)COc1ccc(Cl)cc1)NCc1ccc2c(c1)OCO2,-4,1,5,9,-5,-4,10,5
COc1ccc(C)cc1NC(=O)CSc1nnc(-c2ccc(Br)cc2)o1,1,-6,-2,-5,0,-2,1,-4
Cc1ccc(S(=O)(=O)N(C)C)cc1-n1c(SCC(=O)N(C)C)nc2ccccc2c1=O,-4,-5,23,2,12,4,-16,0
C[C@]12CC[C@@H]3c4ccc(O)cc4CC[C@H]3[C@@H]1CC[C@@H]2OC(=O)CCC(=O)O,-2,-3,14,1,3,2,-16,-1
CN1CCN(C2CCCCC2NS(=O)(=O)c2ccccc2)CC1 (stereo not drawn),0,7,15,26,4,-5,-5,-1
CC(=O)OC(COC1C[C@@H]2CC[C@@]1(C)C2(C)C)C[N+]1(C)CCCCC1 (stereo partly drawn),-3,0,-1,0,2,-9,13,4
CCOC(=O)CC1C(=O)NCCN1Cc1cccc(C(F)(F)F)c1 (stereo not drawn),-2,-1,11,3,9,-4,5,-1
CCc1onc(C)c1C(=O)Nc1ccc2c(c1)OCO2,-3,-9,12,1,0,-7,-1,-8
COC(=O)c1cc2sccc2n1Cc1nc(-c2ccc(OC)cc2)oc1C,-6,-10,-2,4,14,19,0,-3
CN(c1cc(=O)n2ccccc2n1)C1CCCCC1,1,1,-38,-2,-7,0,-16,4
CC1Cc2ccccc2N1S(=O)(=O)c1ccc2c(c1)n(C)c(=O)c(=O)n2C (stereo not drawn),-4,-2,27,-7,-5,4,-4,-2
O=C(COC(=O)CNC(=O)c1ccccc1)NCCNC(=O)COC(=O)CNC(=O)c1ccccc1,-4,-6,2,-2,7,-5,12,-2
C/C(=N/NC(=O)CNC(=O)c1ccccc1)c1ccc(C)cc1,-1,-12,-3,-3,1,-3,-14,2
CC(=O)C1C(c2ccc(OC(F)F)cc2)NC(=O)NC1(O)C(F)(F)F (stereo not drawn),-3,-8,-48,2,2,4,-4,-7
CN(C)CCN(Cc1ccco1)C(=O)c1oc2ccccc2c1NC(=O)COc1ccccc1,5,2,0,16,7,12,7,13
Cc1c(NC(=O)C(C)OC(=O)C23CC4CC(CC(Br)(C4)C2)C3)c(=O)n(-c2ccccc2)n1C (stereo not drawn),-1,-1,-1,-4,11,-1,-3,2
CCN(CC)C(=O)CSc1nc2c(sc(=S)n2-c2ccccc2)c(=O)[nH]1,-2,-2,11,3,11,1,-9,0
CN(C)c1ccc(C2C3C(=O)N(c4ccc(C(=O)O)cc4)C(=O)C3ON2c2ccccc2)cc1 (stereo not drawn),14,-4,-24,2,-9,-13,-14,-2
Cc1cc2ncn(C(=O)N3CCC(C)CC3)c2cc1C,-2,-1,15,-10,13,-1,0,-5
CC12CNCC(C)(CN(C3(O)C(=O)Nc4ccc(Br)cc43)C1)C2=O (stereo not drawn),-2,-5,-13,3,-5,-1,-12,4

More compounds:
mol,APJ agonist,ATG4B inh,APJ antagonist,Gli-Sufu block,CCR6 antagonist,EBI2 block,UBC13 inh,CXCR6 inh
CCn1c2c(c(C)cc1=O)C(=O)CC(C)(C)C2,1,-3,15,-2,-12,-5,-2,2
COc1cccc(CNC(=O)COC(=O)CCc2cc(OC)c(OC)c(OC)c2)c1,-3,8,1,-1,8,-1,12,6
CC(=O)c1cccc(N(C(=O)CS(=O)CC(=O)Nc2ccc(F)cc2)C(C(=O)NC2CCCCC2)c2ccc(C)o2)c1 (stereo not drawn),-3,-5,1,6,6,-7,8,-8
O=C(Nc1ccccc1O)c1ccc(Cl)cc1,1,-9,-18,4,-1,4,6,-6
O=C(OCC1OC2C(Oc3nc(=O)ccn32)C1O)c1ccccc1 (stereo not drawn),1,-11,-2,1,-3,8,-9,2
Cc1cccc(C(=O)OCc2cnc(Cl)s2)c1,-3,-12,3,2,-3,6,17,3
COc1ccc(/C=C(\NC(=O)c2ccccc2)C(=O)N2CCN(C)CC2)cc1OC,-4,2,24,4,-7,2,0,0
O=C1CCC(C(=O)OCC(=O)N2N=C3/C(=C\c4ccccc4)CCCC3C2c2ccccc2)N1 (stereo not drawn),/,-4,/,-4,26,15,/,9
Cc1onc(-c2ccccc2)c1C(=O)OCC(=O)N(CC(C)C)c1c(N)n(Cc2ccccc2)c(=O)[nH]c1=O,-3,-6,10,4,1,3,8,5
O=C(CCC1N=C2c3ccccc3N=C(SCc3cccc(Cl)c3)N2C1=O)NCc1ccco1 (stereo not drawn),0,10,-4,9,15,-1,11,-1
COc1cc(C(=O)Oc2cccc(C)c2)cc(OC)c1OC,-2,2,5,1,3,2,3,0
Cc1nn(C(C)C(=O)NCc2cccs2)c(C)c1[N+](=O)[O-] (stereo not drawn),-2,-12,12,6,1,-14,4,1
Cc1cccc(C)c1OCC(O)Cn1nnc2ccccc21 (stereo not drawn),-1,7,13,0,43,4,-2,5
CN(C(=O)CSc1nnc(-c2cccs2)n1C1CC1)C1CCS(=O)(=O)C1 (stereo not drawn),6,0,6,-6,12,-19,-4,6
O=C(Nc1ccc(F)cc1)c1cncs1,-3,7,-5,6,0,-14,7,1
Cc1cccnc1NC(N)=S,-2,-3,12,22,-4,-4,-10,-12
Cc1cccc(C(=O)Nc2ccccc2SCC(=O)Nc2ccc(C)c(Cl)c2)c1,-1,-6,7,-5,-33,28,-11,-5
O=C(OCc1nnc(-c2cccs2)o1)c1cccnc1Cl,-5,1,17,-4,6,-17,2,2
COc1ccccc1CNC(=O)COC(=O)CSc1ccc(F)cc1,-1,3,-56,-5,5,-8,-9,-2
C=C1[C@@H](O)[C@@H]2O[C@]3(CC[C@H](/C=C/[C@@H](C)[C@@H]4CC(C)=CC5(O[C@H](C[C@@](C)(O)C(=O)OC)CC[C@H]5O)O4)O3)CC[C@H]2O[C@@H]1[C@@H](O)C[C@H](C)[C@H]1OC2(CCCCO2)CC[C@H]1C (stereo partly drawn),-3,-4,-5,90*,3,/,12,/
